From PubChem
RBX1-CUL1 inh = inhibitors of human ROC1-CUL1 ubiquitin ligase activity; inhibition, % at 10 µM; in vitro K48 di-Ub FRET, acceptor:donor ratio, 45 min; E3 ubiquitin-protein ligase RBX1 (Homo sapiens) + Cullin-1 (Homo sapiens), P62877+Q13616; hit rate 0.6% among 140,000; AID 1347404, 2020; in the data active = inhibition above about 25%
Target sequence (P62877 whole entry, looked up): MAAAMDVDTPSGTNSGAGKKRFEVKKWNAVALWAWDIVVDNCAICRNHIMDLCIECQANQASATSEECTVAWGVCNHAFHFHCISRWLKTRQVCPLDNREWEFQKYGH
Target sequence (Q13616 whole entry, looked up): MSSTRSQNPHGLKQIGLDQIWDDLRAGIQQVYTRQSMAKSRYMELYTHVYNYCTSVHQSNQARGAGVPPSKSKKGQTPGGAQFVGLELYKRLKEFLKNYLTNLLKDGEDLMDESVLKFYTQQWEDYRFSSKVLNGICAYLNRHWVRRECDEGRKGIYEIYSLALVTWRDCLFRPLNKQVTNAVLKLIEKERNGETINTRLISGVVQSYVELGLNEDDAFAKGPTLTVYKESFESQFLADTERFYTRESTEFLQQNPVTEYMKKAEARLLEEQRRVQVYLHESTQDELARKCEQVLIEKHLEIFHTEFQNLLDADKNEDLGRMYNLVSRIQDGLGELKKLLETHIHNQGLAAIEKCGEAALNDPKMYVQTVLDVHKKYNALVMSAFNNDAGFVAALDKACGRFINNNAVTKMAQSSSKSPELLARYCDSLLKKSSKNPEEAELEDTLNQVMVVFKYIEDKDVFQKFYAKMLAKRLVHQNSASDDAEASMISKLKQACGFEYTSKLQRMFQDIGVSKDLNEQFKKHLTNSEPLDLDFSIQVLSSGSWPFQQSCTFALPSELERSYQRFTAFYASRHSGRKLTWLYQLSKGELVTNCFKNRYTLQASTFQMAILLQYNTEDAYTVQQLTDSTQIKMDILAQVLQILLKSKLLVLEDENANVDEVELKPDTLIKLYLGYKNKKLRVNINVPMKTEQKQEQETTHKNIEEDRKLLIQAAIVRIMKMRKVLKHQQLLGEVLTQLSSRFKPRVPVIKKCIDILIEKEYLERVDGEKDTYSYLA
An asterisk follows results filed as active; & = joins results of further samples. This is a subset; count on the stated rates, not on these rows.

compound	RBX1-CUL1 inh
Nc1nc(Nc2cccc(C(F)(F)F)c2)sc1C(=O)c1ccccc1	-7&3
COc1ccc(-c2nc(CS(=O)CC(=O)NCc3ccc(F)cc3)c(C)o2)cc1OC (stereo unspecified)	6
CCc1nc2ccccc2c(=O)n1Cc1ccccc1	-3
CCOc1ccc(C(=O)NCCc2sc(-c3ccc(F)cc3)nc2C)cc1	3
COc1cccc(CNc2nc3c(-c4cccc(C)c4)nnn3c3ccccc23)c1	-1
O=C1CSC(=S)N1c1ccccc1F	-12
CCn1c(=O)c2c(nc3n2CC(C)CN3C2CCCCC2)n(C)c1=O (stereo unspecified)	-6
CCOC(=O)C1CCN(C(=O)c2ccc3c(c2)N=C(CC)c2cc(C)ccc2S3)CC1	4
C=CCc1cc(/C=C2/SC(NC(C)=O)=NC2=O)cc(OCC)c1O	2
c1ccc(N2CCCN(C3COc4ccccc4C3)CC2)cc1 (stereo unspecified)	-4
Nc1nc(Cl)nc2nc(Cl)[nH]c12	2
COc1ccc(C(=O)Nc2ccc(-c3noc(COc4ccc(Br)cc4)n3)cc2)cc1	-2
CC(C)(CO)NC(=O)C1CCN(S(=O)(=O)c2cc(Cl)ccc2Cl)CC1	5
Cc1[nH]c2ccccc2c1C(Nc1ccccn1)c1cccc(Cl)c1 (stereo unspecified)	5
COc1cccc(CC2(CO)CCCN(Cc3ccc4ccccc4n3)C2)c1 (stereo unspecified)	3
S=C(c1ccccc1)N1CCOCC1	9
COc1ccc(CNC(=O)C(=O)NCC(c2ccco2)S(=O)(=O)c2ccc(C)cc2)cc1 (stereo unspecified)	0
CCOC(=O)C1=c2s/c(=C/c3ccccc3F)c(=O)n2C(=N)C(C(=O)OCC)C1c1ccccc1F (stereo unspecified)	-12
Cc1ccc(S(=O)(=O)c2cnc(SCC(=O)Nc3ccc4c(c3)OCCO4)[nH]c2=O)cc1C	-5
O=C1NC(c2ccco2)=N/C1=C\c1ccc2c(c1)OCO2	6
O=C(N/N=C/c1ccc(Br)o1)C1CCCN1S(=O)(=O)c1ccc(Cl)cc1 (stereo unspecified)	6
Cc1cccc(Cn2cc(CC3=NC(=O)NC3=O)c3ccccc32)c1	3
C1=CCC(Cn2ncc3[nH]c(-c4cccnc4)nc32)CC1 (stereo unspecified)	12
CN1CCN([C@@H]2CCN(Cc3ccccc3C#Cc3ccccc3)C[C@H]2O)CC1	2
CCC(=O)Nc1ccc(C(=O)N/N=C/c2cc(Cl)cc(Cl)c2O)cc1	6
CC(C)CC(=O)NC(=S)Nc1cc(Cl)ccc1O	3
CCc1ccc2oc(-c3cc(NC(=O)c4cccnc4)cc(C)c3O)nc2c1	-5
N#CC(C#N)c1ccc(C(=O)N2CCCC2CO)cc1 (stereo unspecified)	2
COc1cc(C2C(C(=O)c3cc4ccccc4o3)C(=O)C(=O)N2c2nc3c(C)cc(C)cc3s2)ccc1OCCC(C)C (stereo unspecified)	-5
CC1CC(C)CN(C(=O)Cn2cnc3ccccc3c2=O)C1 (stereo unspecified)	7
Nc1nnc(C23CC4CC(CC(C4)C2)C3)s1	3
Cc1ccc2nc(-c3ccc(O)cc3)c(Nc3ccc4c(c3)OCO4)n2c1	-2
CCOC(=O)Cn1c(=O)oc2cc(S(=O)(=O)N3CCN(c4cc(C)ccc4C)CC3)ccc21	4
CCOc1cc(C2c3c(n[nH]c3-c3ccc(CC(C)C)cc3)OC(=N)C2C#N)ccc1OC(=O)N1CCOCC1 (stereo unspecified)	1
COc1ccc2sc(N(Cc3cccnc3)C(=O)C3COc4ccccc4O3)nc2c1 (stereo unspecified)	5
CCN1C(=O)c2ccccc2S(=O)c2ccc(C(=O)N3CCN(c4ccc(F)cc4)CC3)cc21 (stereo unspecified)	1
COc1ccccc1C(=O)NCCc1c(C)[nH]c2ccc(OC(F)(F)F)cc12	-6
COC(=O)c1ccc(NC(=O)CNC(=O)CC23CC4CC(CC(C4)C2)C3)cc1	-1
O=S(=O)(c1ccc(Cl)cc1)c1nc(-c2cccs2)oc1N1CCCCC1	15
O=S(=O)(Nc1ccc(F)c(F)c1)C1CCCCC1	3

Exported with the structure last: entries from further up.
RBX1-CUL1 inh | structure
4 | CCOC(=O)Cn1c(=O)oc2cc(S(=O)(=O)N3CCN(c4cc(C)ccc4C)CC3)ccc21
1 | CCOc1cc(C2c3c(n[nH]c3-c3ccc(CC(C)C)cc3)OC(=N)C2C#N)ccc1OC(=O)N1CCOCC1 (stereo unspecified)

The listing continues:
compound	RBX1-CUL1 inh
COc1cccc(-c2ccc(C#N)c(SCC(=O)Nc3ccc(Cl)cc3F)n2)c1	-4
Cc1cccc(C)c1NC(=O)C(=O)NCC(c1ccc2c(c1)OCO2)N1CCOCC1 (stereo unspecified)	-1
O=C(NC1CCCCC1)c1ccc(Cn2c(SCc3ccc(F)cc3)nc3cccnc32)cc1	11
CS(=O)(=O)NCc1cccnc1	3
Cc1cccc(NC(=O)Nc2nnc(N3CCCC3)s2)c1	-8
CCn1cc(CN2C[C@H]3OC(=O)N(CCc4ccccn4)[C@H]3C2)cn1	-2
Cc1cc(C(C)(C)C)ccc1Oc1nc(Oc2ccc(C(C)(C)C)cc2C)nc(Oc2ccc(C(C)(C)C)cc2C)n1	1
CCOCN(C(=O)Cn1c(CC(C)C)nc2ccccc21)c1c(C)cccc1CC	0
CCC(NC(=O)c1c(-c2ccccc2)noc1C)c1ccccc1 (stereo unspecified)	7
O[C@H]1CN(Cc2cn(-c3ccccc3)nc2-c2ccccc2)C[C@@H]1N1CCOCC1	-4
COc1ccc(CC(=O)NCc2nnc(SCc3ccc(Cl)cc3Cl)n2C)cc1	0
O=C(COC(=O)c1ccc(F)cc1)Nc1ccccc1F	-2
CCOC(=O)c1c(CC(C)C)csc1NC(=O)CCC(=O)Nc1scc(CC(C)C)c1C(=O)OCC	4
COCCN1CCCC2(CCN(Cc3ccc(F)c(OC)c3)C2)C1 (stereo unspecified)	10
CN(C(=O)CN1C(=O)COc2ccc(Cl)cc21)C1CCCCC1	-6
CSc1nnc(NC(=O)Cc2coc3cc(C)ccc23)s1	-7
COc1cccc(N2C(=O)CC(Sc3nc(-c4ccccc4)c4cc(Cl)ccc4n3)C2=O)c1 (stereo unspecified)	0
COCCC(=O)Nc1cc(C(=O)N(C)Cc2cn(C)nc2C)cc2nc(-c3ccccc3)n(C)c12	4
CCc1ccc(NC(=O)c2ccc3c(c2)NC(=O)C(S(=O)(=O)c2ccc(Cl)cc2)C3=O)cc1 (stereo unspecified)	8
CCOc1ccc2nc(N3CCCC(NCCn4cccn4)CC3)nc(C)c2c1 (stereo unspecified)	-2
c1ccc(Cn2ncc3c2ncn2nc(-c4ccncc4)nc32)cc1	-5
CCN1c2ccccc2-c2nc(SCC(=O)Nc3cccc(C)c3C)ncc2S1(=O)=O	-7
O=C(N/N=C/c1ccccn1)c1ccc(Br)o1	0
O=[N+]([O-])c1cc(NS(=O)(=O)c2ccc(F)cc2)ccc1Cl	9
CCC1CCc2nc(N)c(C#N)c(-c3ccccc3Cl)c2C1 (stereo unspecified)	-1
COc1cc(C2c3ccc4ccccc4c3OC(=N)C2C#N)cc(Cl)c1O (stereo unspecified)	5
CC(C)CC(=O)Nc1ccc(/C=C/C(=O)c2ccc(Br)cc2)cc1	-1
CC(=O)C1CCCCCCCCCCC1=O (stereo unspecified)	4
CC(=O)c1c(C)oc2ccc(N(C(=O)c3ccncc3)S(=O)(=O)c3ccc(C)cc3C)cc12	8
CCc1ccc(NC(=O)CSc2nc3ccccc3nc2Cc2ccc(C)cc2)cc1	6
CCN1C(=O)C2(C)CC(C)(C#N)N2c2ccccc21 (stereo unspecified)	5
CC(C)NCc1cccnc1-n1cnc2ccccc21	1
CCOC1OC(=O)c2c1ccc(OC)c2OC (stereo unspecified)	5
CCOC(=O)C1=C(C)N=c2s/c(=C/c3ccc(N(CC)CC)o3)c(=O)n2C1c1ccc2c(c1)OCO2 (stereo unspecified)	1
c1nc(-n2cncn2)c2c3c(sc2n1)CCCC3	9
CC(C)Cc1ccc(/C=C/C(=O)N2CCN(c3ccccc3)CC2)cc1	1
CC1CCCC(C(=O)OCc2ccccc2)N1 (stereo unspecified)	12
COc1ccc(C)cc1-n1c(C)cc(/C=C2/C(=N)N3N=C(C4CCCCC4)SC3=NC2=O)c1C	-7
CCCCOc1ccccc1NC(=O)c1ccccc1F	2
Nc1c(C(=O)NC23CC4CC(CC(C4)C2)C3)sc2nc(-c3ccc4c(c3)OCO4)ccc12	-5
O=C(Cn1nnnc1CN1CCOCC1)NCC1OCCc2ccccc21 (stereo unspecified)	6
Cc1ccccc1C(=O)NCc1ccc(Cl)cc1	-3
CCOC(=O)c1c(C)n(-c2ccccc2)c(C)nc1=S	11
CCC(CO)NCC#Cc1ccccc1 (stereo unspecified)	-5
COc1cc(OC)cc(C(=O)Nc2ccc3nc4n(c(=O)c3c2)CCCCC4)c1	-3
COc1ccccc1C1NC(=O)c2c(sc3c2CCN(C)C3)N1 (stereo unspecified)	2
Cc1cc2n(n1)CCCN2C(=O)Nc1ccc(F)c(Cl)c1	-2
COC(=O)C1CCCCN1C(=O)c1c(OC)cc(=O)n2c1CCN(Cc1ccc(F)cc1F)CC2 (stereo unspecified)	-5

An excerpt of these results, with each value named:
> CCC(CO)NCC#Cc1ccccc1 (stereo unspecified)
- RBX1-CUL1 inh = -5
> COc1cc(OC)cc(C(=O)Nc2ccc3nc4n(c(=O)c3c2)CCCCC4)c1
- RBX1-CUL1 inh = -3
> COc1ccccc1C1NC(=O)c2c(sc3c2CCN(C)C3)N1 (stereo unspecified)
- RBX1-CUL1 inh = 2
> Cc1cc2n(n1)CCCN2C(=O)Nc1ccc(F)c(Cl)c1
- RBX1-CUL1 inh = -2

(more compounds)
compound	RBX1-CUL1 inh
COc1cccc(CNc2ccc(N3CCOCC3)cc2)c1OC	11
CC1(C)CC(NCc2ccccc2)CCO1 (stereo unspecified)	-10
COc1ccc(NC(=O)C2CCCN2N)cc1OC (stereo unspecified)	3
CCN(CC1CCN(C2CCN(C)CC2)CC1)C(=O)CCCC(=O)OC	-6
Cc1ccc(NC(=O)c2ccc3nc(Cc4ccccc4)oc3c2)cc1F	6
C=CCN1C(=O)/C(=C/c2ccc(O)c(OC)c2)N=C1SCC(=O)NCc1ccccc1	7
O=C1CC=Nc2cc(C(F)(F)F)ccc21	5
COc1ccc(NC(=O)c2sc3nc4c(C)cccc4cc3c2N)c(OC)c1	-5
Cc1ccc2oc(C(=O)NCc3ccc(S(N)(=O)=O)cc3)c(C)c2c1	-9
Cc1cc2c(cc1C)NC(CC(=O)Nc1ccccc1Cl)C(=O)N2 (stereo unspecified)	0
COc1ccc2c(C)c(CCC(=O)NCc3ccccc3Cl)c(=O)oc2c1C	-2
COc1cc(OC)c(C(=O)Nc2cccc(SC)c2)cc1OC	6
Cc1cc(C(=O)C2C(=O)C(=O)N(CCCN(C)C)C2c2ccncc2)ccc1OC(C)C (stereo unspecified)	-2
CCOc1ccc(N2C(=O)CC(N(Cc3ccco3)C(=O)c3ccc(Cl)cc3)C2=O)cc1 (stereo unspecified)	2
CCOC(=O)c1c(N)n(-c2cccc(C(F)(F)F)c2)c2nc3ccccc3nc12	1
Cc1cccc(N2CCN(C(=O)/C=C/c3ccc(Cl)cc3)CC2)c1C	-3
Cc1cccc(NC(=O)c2nnn(-c3ccc(C(C)C)cc3)c2C)c1	4
COC(=O)C1=C(C)N(CCc2ccc(OC)c(OC)c2)C(=O)/C1=C\c1cccs1	-3
Cc1cccc(CCNC(=O)c2cc3c(=O)[nH]c4ccc(C)cc4c3s2)c1	8
CC1CCN(Cn2nc(COc3ccc(C4CCCCC4)cc3)n(C)c2=S)CC1	2
Cc1ccc(S(=O)(=O)N2CCN(C(=O)C(C)C)CC2)cc1C	-1
CC(C)(C)NC(=O)COc1ccc(CNc2cc(Cl)cc(Cl)c2)cc1	-1
Nc1c(C(=O)Nc2nnc(-c3ccccc3)s2)sc2nc(-c3cccs3)cc(C(F)(F)F)c12	-9
CCOC(=O)C1C(C)=Nc2nnnn2C1c1ccccc1Cl (stereo unspecified)	9
Cc1ccccc1CSc1n[nH]c(N)n1	0
Cc1nc2nc(CNC(=O)c3cccc(F)c3)nn2c(C)c1CCC(=O)Nc1cccc(Cl)c1	2
CC1(C)C(C#N)C(=O)N=C(SCC(N)=O)C1C#N (stereo unspecified)	8
COc1ccccc1OCC(=O)N(Cc1cccs1)C1CCS(=O)(=O)C1 (stereo unspecified)	8
CCOC(=O)C(=O)N1c2ccccc2C(C)(c2ccc(Cl)cc2)CC1(C)C (stereo unspecified)	0
Cc1cc(C)cc(OCc2ccc(C(=O)N/N=C\C=C\c3ccccc3[N+](=O)[O-])o2)c1	-4
CCOC(=O)c1cccc(NC(=O)C2CCCN(S(=O)(=O)c3cc(Br)cc4c3N(C(=O)CC)CC4)C2)c1 (stereo unspecified)	-8
CC1=NN(C)c2cccc(C)[n+]2C1	2
CCCC(CCC)C(=O)Nc1ccc2c(c1)N(C(=O)CCN1CCN(C)CC1)c1ccccc1CC2	2
Cc1cc(C)c(C(=O)Nc2ccccc2)c(SCC(=O)Nc2ccc(Br)cc2C)n1	-2
COc1cccc(/C=C(\C#N)c2nc3ccc(C)cc3[nH]2)c1	17
O=C(COc1ccc(Cl)cc1)Nc1ccccc1C(=O)OCc1cc(=O)n2ccsc2n1	-5
